CASP6 VEID inh: human caspase-6 inhibitors, primary screen, biochemical, VEID-R110 fluorescence, single point, set 2; purified caspase-6, Z-VEID-R110 cleavage fluorescence; inhibition, % at 12.5 µM; hit rate 0.53% among 350,000;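 active = mean inhibition across replicates at least about 35%, with every replicate also reaching that limit, limit read from the data; inconclusive = only one of the two criteria met; inactive = neither criterion met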;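 also: 0% = median of neutral control wells and 100% = no fluorescence left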
Target sequence (P55212 24-179 limits assumed): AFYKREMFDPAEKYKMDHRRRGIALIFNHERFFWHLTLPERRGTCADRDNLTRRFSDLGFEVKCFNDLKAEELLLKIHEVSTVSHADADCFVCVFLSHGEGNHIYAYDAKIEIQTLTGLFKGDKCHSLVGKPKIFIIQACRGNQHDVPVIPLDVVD
Target sequence (P55212 194-293 limits assumed): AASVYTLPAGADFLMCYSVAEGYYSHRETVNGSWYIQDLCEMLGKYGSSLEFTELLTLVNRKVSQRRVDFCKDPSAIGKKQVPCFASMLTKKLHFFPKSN
LGR2 antag: inhibitors of bursicon-induced LGR2 CRE-luciferase signal, primary screen, cell-based, HEK293, CRE-luciferase reporter, bursicon stimulation | bursicon-stimulated, 4 h | AID 720647, 2013 | hit rate 0.35% among 380,000 | inhibition, % at 9.99 µM;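 active = drop in luminescence signal, shown as inhibition above about 50% in the replicate tests, limit read from the data, passing the limit was not always enough; inconclusive = probably only some replicates passing the limit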;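 also: agonist challenge used bursicon conditioned medium at about half maximal strength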
FN deposit inh: inhibitors of fibronectin matrix deposition, primary screen, AH1F cells, Alexa488-fibronectin fluorescence, plate reader. AH1F fibroblasts, overnight. inhibition, % at 12.6 µM. hit rate 0.086% among 350,000. AID 743247, 2014;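 active = mean inhibition across replicates of 30% or more, regardless of how many single replicates reach that level; inconclusive = mean under 30% yet at least half of replicates reach 30%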;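 also: positive control wells lacked labelled fibronectin entirely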
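Measured by – fluorescence 485/525 nm · System – AH1F fibroblast monolayer, labelled fibronectin deposition · Amount – 10000 cells per well · Buffer or medium – serum-reduced DMEM (2% serum) · Doses – single dose, pinned · Also added – fluorescent fibronectin at 24 nM final · Schedule – 1 h cell attachment, overnight exposure to compound and label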
miR-122 sensor: miR-122 Renilla sensor signal increase in Huh7, primary screen, miR-122 inhibitor project, cell-based, single point, plate reader. Huh7 miR-122 Renilla luciferase sensor, 48 h; neutral wells = 0, positive control = 100. hit rate 0.3% among 340,000. activation (reporter increase), % at 12.5 µM;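 active = mean replicate activation score at least 90 and every replicate individually at or above 90; inconclusive = only one of the two criteria met; inactive = neither criterion met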;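 also: higher luciferase means less miR-122 activity so hits act as miR-122 inhibitors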
PAX8 reporter: inhibitors of PAX8-driven TPO luciferase reporter, primary screen, RMG-I cells, single concentration; SteadyGlo, 24 h; inhibition, % at 12.6 µM; hit rate 1.2% among 360,000;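 active = mean replicate inhibition at least 60% with every replicate also reaching 60%; inconclusive = only one of the two criteria is met; inactive = mean below 60% and not all replicates reaching 60%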;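 also: luciferase light reporting Pax8 driven TPO promoter activity; plate controls were median of neutral control wells for no effect and mitoxantrone controls for full effect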
PGC1a acetyl inh: inhibitors of PGC1a acetylation signal, primary screen, cell-based, U2OS, AlphaScreen, inhibitor mode; AlphaScreen anti-acetyl-lysine; with virally co-expressed GCN5 acetyltransferase; inhibition, % at 15.6 µM; hit rate 0.17% among 350,000;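 active = every replicate shows inhibition of at least 40%; inconclusive = mean inhibition at least 40% but some replicate below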;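 also: 0% = neutral control wells and 100% = positive control wells; some results beyond the cut were filed as inactive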
Cneo AK release: Cryptococcus neoformans cell lysis inducers, primary screen, AK release luminescence, single concentration | C. neoformans lysis, adenylate kinase release luminescence, 4 h; normalised: neutral wells 0, clomiphene wells 100 | hit rate 0.2% among 360,000 | AID 651654, 2012 | lysis activity, % at 15 µM;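 active = mean lysis activity across replicates of at least 80%, whatever share of replicates individually reach that level; inactive = mean lysis activity below 80%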
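Test system: log-phase Cryptococcus neoformans yeast cells; Quantity: yeast cell density of 5 × 10^6 cells/mL; Buffer or medium: YPD; Doses: single compound concentration per well; Timing: 4 h at 37 °C static, read 1 h later; Measured by: AK luminescence; Read-out basis: lysis from increased AK signal; Control set: Clomiphene as positive control.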
EWS-Fli inh: EWS/Fli-driven NR0B1 reporter inhibitors, primary screen, A673 cells, NR0B1 luciferase, luminescence, MLPCN library | inhibition, % at 12.6 µM | viability-normalised | hit rate 0.67% among 350,000;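 active = mean inhibition of at least 50% after viability correction, with every replicate also passing that limit; inconclusive = mean reaches 50% but only one of two replicates passes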;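 also: firefly luciferase signal divided by Alamar Blue viability fluorescence both relative to DMSO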
Starred values were filed as active, the others as inactive; u = inconclusive; x = no result given; [ ] = dose if it differs, or a comment.

nr	Structure	CASP6 VEID inh	LGR2 antag	FN deposit inh	miR-122 sensor	PAX8 reporter	PGC1a acetyl inh	Cneo AK release	EWS-Fli inh
1	O=C(Nc1nc2n(n1)C(c1ccc(F)cc1)CC(c1ccccc1)N2)c1ccco1 (stereo unspecified)	0	2	-7	x	17	x	x	-14
2	O=C(Nc1ccccc1)Nc1ccccc1-n1ccnc1	0	1	10	x	-88	x	x	12
3	COCCNC(=O)c1cc2nc(-c3ccc(F)cc3)cc(C(F)(F)F)n2n1	1	-10	4	x	-16	x	x	2
4	COc1ccc(/C(O)=C2/C(=O)C(=O)N(CCN(C)C)C2c2ccc(C)cc2)cc1Cl (stereo unspecified)	x	x	1	-3	x	10	0	x
5	O=C(N[C@H]1CC[C@@H](CC(=O)N2CCOCC2)O[C@H]1CO)c1ccccn1	2	-3	x	x	x	3	-1	x
6	O=C(C[C@@H]1CC[C@H](NC(=O)Nc2ccccc2F)[C@H](CO)O1)NCc1ccc(F)cc1	2	-6	x	x	x	4	x	-1
7	O=S(=O)(c1ccccc1F)N1C[C@@H]2[C@H](c3ccccc31)[C@H](CO)N2Cc1ccc2c(c1)OCO2	x	1	x	33[16.7 µM]	23	-5	-1	19
8	CC(C)(C)S(=O)N1Cc2ccc(CO)cc2[C@H]1CCO (stereo partly specified)	5	4	6	-1	-5	6	5	1
9	COC(=O)[C@]1(C)N[C@H](CN(C)S(=O)(=O)c2ccc(C(F)(F)F)cc2)[C@@H]2C(=O)N(C)C(=O)[C@@H]21	10	-2	1	x	-8	x	-3	-6
10	CCCC(=O)N1CCC2(CC1)CN(S(=O)(=O)c1ccc(C)cc1)[C@@H](CO)c1[nH]c3cc(OC)ccc3c12	x	-7	x	x	-2	-6	x	-2
11	CCS(=O)(=O)N1CCCCN2[C@@H](CO)[C@@H](c3ccc(-c4ccc(C#N)cc4)cc3)[C@@H]2C1	-3	6	x	48[16.7 µM]	7	12	0	4
12	CCS(=O)(=O)N1CC(=O)N2[C@H](CO)[C@@H](c3ccc(C#CC4CC4)cc3)[C@H]2C1	2	1	0	x	-24	-5	x	-7
13	COCC1CCN(Cc2c(C(=O)N3CCc4ccccc4C3)nc3ccc(Cl)cn23)C1 (stereo unspecified)	1	-38	-1	4	-2	5	1	9
14	NC(=S)N/N=C/c1ccccc1O	1	-8	-8	-14	5	-3	-3	1
15	CSc1ccc(CN(C)C(=O)C(Cc2ccccc2)NC(=O)c2ccccc2)cc1 (stereo unspecified)	-1	16	2	24	30	x	1	x
16	Nc1ncnc(N2CCOCC2)c1N	-3	9	0	x	0	x	11	7
17	NC(=O)c1ccc(NC(=O)COc2cccc3ccccc23)cc1	-1	-17	-4	-3	14	x	-1	x
18	CCCc1c(C(=O)O)cnn1-c1ccc(Cl)cc1	-2	-3	2	x	18	x	x	-3
19	O=[N+]([O-])c1cccc(/C=C/CO)c1	-1	x	x	x	-28	-2	-1	-16
20	O=C(c1cnccn1)N1CC(=O)N2[C@H](C1)[C@@H](c1ccc(C3=CCCCC3)cc1)[C@@H]2CO	x	2	x	x	-16	4	x	-2
21	C[C@H](CO)N1C[C@H](C)[C@H](CN(C)Cc2ccccc2)Oc2ccc(NC(=O)Cn3cnnn3)cc2CC1=O	-3	8	x	13[16.7 µM]	1	x	-3	-2
22	O=S(=O)(c1ccccc1)N1C[C@H]2[C@@H](c3ccccc31)[C@@H](CO)N2Cc1ccc(F)cc1	-1	-3	x	12[16.7 µM]	-3	-9	-9	11
23	CCN(c1ccc2c(c1)OCO2)S(=O)(=O)c1cc2c(cc1Br)CCN2C(=O)C1CC1	4	8	4	x	-2	x	x	-25
24	C[C@@H]1CN([C@H](C)CO)C(=O)c2cc(-c3cccc(F)c3)cnc2O[C@@H]1CN(C)Cc1cccc(F)c1	x	2	0	1[16.7 µM]	x	-10	x	11
25	CCCC(=O)Nc1ccc2c(c1)OC[C@H](C)N(Cc1cccc(F)c1)C[C@H](C)[C@@H](OC)CN(C)C2=O	0	12	6	x	x	0	x	-5
26	O=C(CSc1nc2ccccc2o1)N1CCOCC1	-2	6	x	-5	-8	6	-1	x
27	COc1ccc(CN2C[C@@H](O)COC[C@H]3O[C@@H](CC(=O)NCc4ccncn4)CC[C@@H]32)cc1	-2	13	-3	-3[16.7 µM]	-1	0	4	4
28	CO[C@@H]1CN(C)C(=O)c2cc(NC(=O)c3cnccn3)ccc2OC[C@@H](C)N(CCC(F)(F)F)C[C@H]1C	-2	0	-3	4[16.7 µM]	x	-22	-2	1
29	CCOC(=O)c1nn(-c2ccccc2F)c2nc(-c3ccco3)c(C#N)c(=O)n12	-3	-3	10	x	0	x	x	7
30	C[C@@H]1CCCCO[C@H](CN(C)C(=O)NC2CCCCC2)[C@@H](C)CN([C@H](C)CO)C(=O)c2cc(NC(=O)c3ccncc3)ccc2O1	11	-19	x	3[16.7 µM]	-13	2	-3	-14
31	CCCNC(=O)N[C@H]1CC[C@H](CC(=O)NC2CCCCC2)O[C@H]1CO	-2	7	-18	x	-1	-3	-2	-3
32	CCC(Sc1nc2ccccc2c(=O)[nH]1)C(=O)Nc1ccc(C(C)=O)cc1 (stereo unspecified)	1	-32	4	2	-123	-3	-2	-78
33	CC(=O)O[C@H]1C=C[C@@H](C#Cc2ccc(C(C)(C)C)cc2)O[C@@H]1COC(=O)Nc1ccccc1	0	-7	3	x	0	x	x	7
34	CNC(=O)c1[nH]nc2c1CCc1cc(OC)ccc1-2	-1	-20	-2	x	-118	-5	0	-54
35	C[C@@H]1CCCCO[C@@H](CN(C)C(=O)CCCN(C)C)[C@H](C)CN([C@H](C)CO)C(=O)c2cc(NC(=O)C3CCCCC3)ccc2O1	0	-6	x	4[16.7 µM]	x	0	3	-10
36	C[C@@H]1CCCCO[C@H](CN(C)Cc2ccc(C(=O)O)cc2)[C@H](C)CN([C@@H](C)CO)C(=O)c2cc(N(C)C)ccc2O1	-1	21	-5	0[16.7 µM]	-18	11	-1	-3
37	Cc1ccc(C)c(N2CCN(C(=O)CCc3nc(-c4ccccc4)no3)CC2)c1	2	1	-4	5	-21	6	5	-26
38	Cc1ccc(S(=O)(=O)N2CC[C@@H]3[C@@H](CO)N(C)c4ccc(-c5ccc(C#N)cc5)cc4[C@@H]32)cc1	1	15	16	-2[16.7 µM]	u	8	-4	27
39	CC[C@]12c3[nH]c4ccc(OC)cc4c3CCN1C(=O)C(CC(=O)NCCC1=CCCCC1)C[C@@H]2C(=O)N1CCN(C(=O)C2CC2)CC1 (stereo partly specified)	1	16	-12	-5	2	11	0	0
40	CC[C@@H](Nc1ncnc2c1oc1ccccc12)C(=O)O	1	-4	-8	12	4	5	1	-4
41	CCN(CC)CCCn1c2c(c(SCC(=O)Nc3cccc(C(C)=O)c3)nc1=O)CCC2	-1	-9	-2	-1	-2	-5	0	-3
42	C[C@@H]1CN([C@H](C)CO)C(=O)Cc2cc(NC(=O)CCN3CCOCC3)ccc2O[C@H]1CN(C)S(=O)(=O)c1cn(C)cn1	1	-2	x	2[16.7 µM]	x	5	0	-3
43	Cn1c(CNC(=O)CCNC(=O)c2cccc(Br)c2)cc(=O)n(C)c1=O	-3	5	3	5	-20	5	2	-1
44	Cc1onc(-c2c(F)cccc2Cl)c1C(=O)c1ccc(F)cc1	-2	-4	12	1	10	-4	0	20
45	Cc1ccc(S(=O)(=O)N2CCCCC2CCNC(=O)C(=O)NC2CCCC2)cc1 (stereo unspecified)	0	6	4	x	19	x	x	-2

Looked up above:
#40 in CASP6 VEID inh has 1
#42 in EWS-Fli inh has -3
#5 in CASP6 VEID inh has 2
#16 in EWS-Fli inh has 7
#27 in Cneo AK release has 4

A different layout for some results above.
Second line of a record: CASP6 VEID inh, LGR2 antag, FN deposit inh, miR-122 sensor, PAX8 reporter, PGC1a acetyl inh, Cneo AK release, EWS-Fli inh
40) CC[C@@H](Nc1ncnc2c1oc1ccccc12)C(=O)O
  1, -4, -8, 12, 4, 5, 1, -4
44) Cc1onc(-c2c(F)cccc2Cl)c1C(=O)c1ccc(F)cc1
  -2, -4, 12, 1, 10, -4, 0, 20

Back to the main list, repeating the 3 entries before the break.
nr	Structure	CASP6 VEID inh	LGR2 antag	FN deposit inh	miR-122 sensor	PAX8 reporter	PGC1a acetyl inh	Cneo AK release	EWS-Fli inh
43	Cn1c(CNC(=O)CCNC(=O)c2cccc(Br)c2)cc(=O)n(C)c1=O	-3	5	3	5	-20	5	2	-1
44	Cc1onc(-c2c(F)cccc2Cl)c1C(=O)c1ccc(F)cc1	-2	-4	12	1	10	-4	0	20
45	Cc1ccc(S(=O)(=O)N2CCCCC2CCNC(=O)C(=O)NC2CCCC2)cc1 (stereo unspecified)	0	6	4	x	19	x	x	-2
46	O=C(O)COc1ccccc1O	x	x	-7	-5	x	1	-2	x
47	Cc1ccccc1NC(=O)C1c2cccc[n+]2CC(=O)N1c1c(C)cccc1C (stereo unspecified)	x	x	5	6	-28	2	-1	x
48	C[C@H]1CN([C@@H](C)CO)C(=O)c2cc(NS(=O)(=O)c3ccccc3)ccc2O[C@@H]1CN(C)C	-4	x	x	0[16.7 µM]	0	-6	12	x
49	COCC(=O)N1CCCCN2[C@H](CO)[C@@H](c3ccc(C#Cc4ccc(OC)cc4)cc3)[C@@H]2C1	2	9	x	-8[16.7 µM]	13	3	-2	x

An unsorted share of the library; any-hit rate near 2.5%.
